SENP6 inh = SENP6 protease inhibitors, primary screen, biochemical, luminescence, uHTS; actives 1.8% (n = 330,000); inhibition, % at 10 µM; Recombinant SENP6 catalytic domain, aminoluciferin luminescence; Sentrin-specific protease 6 (Homo sapiens), Q9GZR1;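 active means inhibition above about 50% at the single tested dose, limit read from the data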;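 further: plate controls were DMSO wells with enzyme for no effect and DMSO wells lacking enzyme for full effect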
Target sequence (Q9GZR1 628-1112 limits assumed): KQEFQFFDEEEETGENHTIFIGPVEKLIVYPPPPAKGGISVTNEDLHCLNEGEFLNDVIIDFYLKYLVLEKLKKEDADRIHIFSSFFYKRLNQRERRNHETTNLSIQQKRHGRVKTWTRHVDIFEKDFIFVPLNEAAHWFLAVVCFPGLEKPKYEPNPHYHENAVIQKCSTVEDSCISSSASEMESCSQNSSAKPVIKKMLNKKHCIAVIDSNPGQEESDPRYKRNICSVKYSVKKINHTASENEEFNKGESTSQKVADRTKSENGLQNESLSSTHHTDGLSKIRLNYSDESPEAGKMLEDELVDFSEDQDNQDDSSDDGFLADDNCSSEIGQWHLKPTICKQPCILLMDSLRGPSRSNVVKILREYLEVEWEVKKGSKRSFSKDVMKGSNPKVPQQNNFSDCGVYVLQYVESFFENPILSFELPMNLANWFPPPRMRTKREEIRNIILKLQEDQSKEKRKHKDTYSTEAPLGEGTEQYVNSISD
SENP1 inh = human SENP1 catalytic domain inhibitors, primary screen, biochemical, FRET, uHTS. recombinant SENP1 catalytic domain, CyPet-SUMO1-YPet FRET cleavage. inhibition, % at 10 µM. actives 0.21% (n = 360,000). AID 624204, 2012;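 active means inhibition at least 30% at 10 µM, raw YFP signal under a set limit, fluorescence ratio 0.5 to 1.5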;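 further: 0% = enzyme with DMSO and 100% = no enzyme wells; some results filed as inactive read as strong as hits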
Target sequence (Q9P0U3 419-644 limits assumed): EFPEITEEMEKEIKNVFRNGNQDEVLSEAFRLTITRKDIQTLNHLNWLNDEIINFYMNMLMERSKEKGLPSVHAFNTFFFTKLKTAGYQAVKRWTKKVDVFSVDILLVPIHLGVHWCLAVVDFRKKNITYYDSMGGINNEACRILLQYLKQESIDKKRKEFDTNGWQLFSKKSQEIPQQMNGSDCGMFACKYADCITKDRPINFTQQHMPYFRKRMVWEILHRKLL
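System: Recombinant human SENP1 catalytic domain, His6-tagged | Incubation: Enzyme reaction for 50 min at room temperature, dark | Medium: Tris pH 8 with BME, BSA, NP40 and catalase | Also added: 25 nM SUMO1 FRET substrate | Compound: 10 µM single point, 0.5% DMSO | Measured by: FRET fluorescence in CFP and YFP emission channels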
ATG4B inh = ATG4B protease inhibitors, primary screen, biochemical, fluorescence, uHTS | inhibition, % at 8.33 µM | AID 504462, 2011 | actives 0.51% (n = 340,000) | ATG4B cleavage of LC3-PLA2, NBD-HPC fluorescence, 1 h | Cysteine protease ATG4B (Homo sapiens), Q9Y4P1; in the data active means inhibition above about 40%
Target sequence (Q9Y4P1 whole entry, looked up): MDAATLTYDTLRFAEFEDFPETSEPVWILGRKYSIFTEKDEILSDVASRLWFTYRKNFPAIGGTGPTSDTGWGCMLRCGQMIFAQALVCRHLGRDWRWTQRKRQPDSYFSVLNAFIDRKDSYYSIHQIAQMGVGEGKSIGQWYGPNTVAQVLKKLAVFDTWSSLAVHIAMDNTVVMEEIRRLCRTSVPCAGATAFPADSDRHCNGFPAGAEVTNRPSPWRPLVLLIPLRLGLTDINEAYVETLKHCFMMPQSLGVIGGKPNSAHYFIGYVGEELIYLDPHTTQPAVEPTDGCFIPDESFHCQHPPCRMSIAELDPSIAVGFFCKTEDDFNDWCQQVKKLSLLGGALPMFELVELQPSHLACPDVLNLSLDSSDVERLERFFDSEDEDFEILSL
SENP8 inh = human SENP8 protease inhibitors, primary screen, biochemical, fluorescence, Nedd8 protein substrate, uHTS. Sentrin-specific protease 8 (Homo sapiens), Q96LD8. recombinant SENP8. inhibition, % at 20 µM. actives 0.64% (n = 360,000). AID 602440, 2012; in the data active means inhibition mostly above about 40%, no sharp cut-off; inactive means mostly below about 27%
GRIN3A LBD mod = binders of NR3A ligand-binding domain, primary screen, biophysical, differential scanning fluorimetry, uHTS | NR3A LBD differential scanning fluorimetry, Tm shift; 0% = protein alone, 100% = glycine-bound protein | Tm shift relative to glycine control, % at 25 µM | actives 2.5% (n = 340,000) | AID 1259313, 2017;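 active means melting temperature shift of at least 10% of the positive control shift, at one fixed dose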
hIAP activ = human IAP activators, primary screen, biochemical, luminescence, uHTS; actives 0.16% (n = 330,000); activation factor at 10 µM; Intestinal-type alkaline phosphatase (Homo sapiens), P09923; purified human IAP, CDP-Star luminescence, 30 min; active compounds read high; 1 = vehicle-only enzyme, 0 = enzyme-free background;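 active means activation factor of the enzyme at least 2-fold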; further: the source names both 10 and 20 µM as test concentration; values of inactives mirror those of a sister screen read the other way
PfG6PD inh = PfG6PD enzyme inhibitors, primary screen, biochemical, fluorescence intensity, uHTS | glucose-6-phosphate dehydrogenase-6-phosphogluconolactonase (Plasmodium falciparum 3D7) | PfGluPho enzyme, NADPH resazurin-diaphorase fluorescence | inhibition, % at 20 µM | actives 0.78% (n = 350,000) | AID 504690, 2011;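 active means inhibition reaching at least a set limit at 20 µM in the primary screen, cut at about 59% in these data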;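 further: 0% = DMSO wells with substrate and 100% = DMSO wells lacking glucose-6-phosphate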
MPTP block = mitochondrial permeability transition pore inhibitors, primary screen, biochemical, isolated mouse mitochondria, absorbance; Ca2+ swelling absorbance, 30 min; inhibition, % at 10 µM; actives 1.4% (n = 360,000); AID 602449, 2012;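 active means inhibition of 50% or more, scaled per plate between neutral and stimulator controls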;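 further: 0% = DMSO wells given calcium and 100% = 1 mM EGTA wells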
An asterisk follows results filed as active.

How did CCN(CC(=O)Nc1cc(Cl)ccc1-n1cncn1)Cc1nc2ccccc2c(=O)[nH]1 do in these assays?
SENP6 inh: -7; SENP1 inh: 0; ATG4B inh: 0; SENP8 inh: -14; GRIN3A LBD mod: 1; hIAP activ: 1.9; PfG6PD inh: 14; MPTP block: 0.3

How did Cn1nc(C(=O)NC2CCCCC2)c2ccccc2c1=O do in these assays?
SENP6 inh: 4; SENP1 inh: 0; ATG4B inh: -3; SENP8 inh: 21; GRIN3A LBD mod: 0; hIAP activ: 0.88; PfG6PD inh: 0; MPTP block: 1.4

What do the screens show for `O=C(Cc1ccsc1)Nc1ccc(Cl)cc1Cl`?
SENP6 inh: -11; SENP1 inh: 0; ATG4B inh: 6; SENP8 inh: 1; GRIN3A LBD mod: 1; hIAP activ: 0.85; PfG6PD inh: -14; MPTP block: -0.1

How did CCCC(C(=O)NCc1ccco1)N(C(=O)CNS(=O)(=O)c1ccccc1)C1CCCC1 (configuration not stated) do in these assays?
SENP6 inh: -4; SENP1 inh: -1; ATG4B inh: 8; SENP8 inh: 35; GRIN3A LBD mod: -1; hIAP activ: 1.1; PfG6PD inh: -3; MPTP block: 2.1

How did O=[N+]([O-])c1cc2c(c3cccnc13)COCO2 do in these assays?
SENP1 inh: 0; ATG4B inh: -5; SENP8 inh: 21; GRIN3A LBD mod: 0; PfG6PD inh: 17; MPTP block: -2.4

Results for O=C(Nc1ccc(N2CCOCC2)c(S(=O)(=O)Nc2ccccc2Cl)c1)c1ccccc1 ?
SENP6 inh: -2; SENP1 inh: 2; ATG4B inh: -16; SENP8 inh: 9; GRIN3A LBD mod: 1; hIAP activ: 0.83; PfG6PD inh: 0; MPTP block: -2.2

Results for COc1ccc(/C=C/C(=O)Nc2cc(S(=O)(=O)N3CCOCC3)ccc2N2CCCC2)cc1OC ?
SENP6 inh: -2; SENP1 inh: 3; ATG4B inh: -9; SENP8 inh: -2; GRIN3A LBD mod: -1; hIAP activ: 0.92; PfG6PD inh: -6; MPTP block: -3.1

Results for CCC1=C(NCc2ccccc2)COC1=O ?
SENP1 inh: 0; SENP8 inh: 4; PfG6PD inh: -9; MPTP block: -0.4

Results for CN(CC(=O)Nc1ccc(Cl)cc1)CC(=O)Nc1cccc(Br)c1 ?
SENP6 inh: -10; SENP1 inh: 0; ATG4B inh: -1; SENP8 inh: 9; GRIN3A LBD mod: -5; hIAP activ: 1; PfG6PD inh: 2; MPTP block: 2.0

Results for COc1ccc(NC(=O)C2Cc3cc(S(=O)(=O)N4CCCCC4)ccc3N2C(C)=O)cc1Cl (configuration not stated) ?
SENP6 inh: -16; SENP1 inh: 0; ATG4B inh: -6; SENP8 inh: 7; GRIN3A LBD mod: -3; hIAP activ: 1.1; PfG6PD inh: -2; MPTP block: -0.8

How did COc1cccc(-n2nnc3c(=O)n(CC(=O)N4CCC(C)CC4)cnc32)c1 do in these assays?
SENP6 inh: -11; SENP1 inh: 1; ATG4B inh: -1; SENP8 inh: 8; GRIN3A LBD mod: 1; hIAP activ: 1.1; PfG6PD inh: 5; MPTP block: -0.5

How did S=C(NCc1ccccn1)Nc1ccc(Cl)cc1Cl do in these assays?
SENP6 inh: -3; SENP1 inh: -3; ATG4B inh: -11; SENP8 inh: 17; GRIN3A LBD mod: 8; hIAP activ: 1.1; PfG6PD inh: -18; MPTP block: -2.8

Results for COc1ccc(CNc2cc(C)nc3ccc(OC)cc23)cc1 ?
SENP6 inh: 12; SENP1 inh: -4; ATG4B inh: -2; SENP8 inh: -198; GRIN3A LBD mod: -1; hIAP activ: 0.81; PfG6PD inh: 18; MPTP block: 1.2

How did CC(C)[C@H](NC(=O)OCc1ccccc1)C(=O)OCC(=O)NCc1ccco1 do in these assays?
SENP1 inh: -2; ATG4B inh: -2; SENP8 inh: 4; GRIN3A LBD mod: -7; PfG6PD inh: 2; MPTP block: 0.5

Results for CCc1cc[n+](-c2nc3ccccc3nc2[N-]S(=O)(=O)c2ccc(Br)s2)cc1 ?
SENP6 inh: 6; SENP1 inh: -30; ATG4B inh: -8; SENP8 inh: -32; GRIN3A LBD mod: -3; hIAP activ: 0.79; PfG6PD inh: -5; MPTP block: 1.8

How did COc1ccc(NC(=S)N/C(=N/CS(=O)(=O)c2ccccc2)c2ccccc2)cc1 do in these assays?
SENP6 inh: 11; SENP1 inh: 1; ATG4B inh: -12; SENP8 inh: 11; hIAP activ: 1.1; PfG6PD inh: 26; MPTP block: -0.1

What do the screens show for `O=C(c1ccc2c(c1)OCO2)N1CCN=C1SCc1cccnc1`?
SENP6 inh: -1; SENP1 inh: -4; ATG4B inh: -5; SENP8 inh: -4; GRIN3A LBD mod: -1; hIAP activ: 1; PfG6PD inh: 0; MPTP block: -1.2

What do the screens show for `COc1cccc(NC(=O)N2C3CCCC2CC(NC(C)=O)C3)c1` (configuration not stated)?
SENP6 inh: -20; SENP1 inh: -1; ATG4B inh: 3; SENP8 inh: 27; GRIN3A LBD mod: -1; hIAP activ: 0.96; PfG6PD inh: -19; MPTP block: -1.2

How did CS(=O)(=O)Nc1ccc(-c2cc(/C=C3\SC(N)=NC3=O)c[nH]c2=O)cc1 do in these assays?
SENP6 inh: 1; SENP1 inh: -7; ATG4B inh: -6; SENP8 inh: -483; GRIN3A LBD mod: -1; hIAP activ: 0.96; PfG6PD inh: 6; MPTP block: -0.1

Results for COC(=O)CCCC1=CC2=CC(=O)C(C)(OC(=O)c3cccs3)C(=O)C2=CN1c1ccccc1 (configuration not stated) ?
SENP6 inh: 11; SENP1 inh: -31; ATG4B inh: 4; SENP8 inh: -42; GRIN3A LBD mod: -4; hIAP activ: 0.85; PfG6PD inh: 32; MPTP block: 1.5

Entries listed so far with a furan ring, fused or not (2):
How did CCCC(C(=O)NCc1ccco1)N(C(=O)CNS(=O)(=O)c1ccccc1)C1CCCC1 (configuration not stated) do in these assays?
SENP6 inh: -4; SENP1 inh: -1; ATG4B inh: 8; SENP8 inh: 35; GRIN3A LBD mod: -1; hIAP activ: 1.1; PfG6PD inh: -3; MPTP block: 2.1

How did CC(C)[C@H](NC(=O)OCc1ccccc1)C(=O)OCC(=O)NCc1ccco1 do in these assays?
SENP1 inh: -2; ATG4B inh: -2; SENP8 inh: 4; GRIN3A LBD mod: -7; PfG6PD inh: 2; MPTP block: 0.5

Random excerpt: 2 entries already listed, in no set order.
How did COc1ccc(NC(=S)N/C(=N/CS(=O)(=O)c2ccccc2)c2ccccc2)cc1 do in these assays?
SENP6 inh: 11; SENP1 inh: 1; ATG4B inh: -12; SENP8 inh: 11; hIAP activ: 1.1; PfG6PD inh: 26; MPTP block: -0.1

Results for COc1ccc(CNc2cc(C)nc3ccc(OC)cc23)cc1 ?
SENP6 inh: 12; SENP1 inh: -4; ATG4B inh: -2; SENP8 inh: -198; GRIN3A LBD mod: -1; hIAP activ: 0.81; PfG6PD inh: 18; MPTP block: 1.2

Going on with the list.
What do the screens show for `O=C(NC12CC3CC(CC(C3)C1)C2)N1CC2Cc3cccc(=O)n3C(C2)C1` (configuration not stated)?
SENP6 inh: -30; SENP1 inh: 3; ATG4B inh: -13; SENP8 inh: 7; GRIN3A LBD mod: -1; hIAP activ: 1; PfG6PD inh: 0; MPTP block: -1.6

How did CCN(Cc1ccccc1)C(c1cc2cc(C)ccc2[nH]c1=O)c1nnnn1CCOC (configuration not stated) do in these assays?
SENP6 inh: 1; SENP1 inh: -3; ATG4B inh: -11; SENP8 inh: -107; GRIN3A LBD mod: -4; hIAP activ: 1.1; PfG6PD inh: 25; MPTP block: -2.9

How did CC(C)N(Cc1nnc(-c2ccccc2Cl)o1)C(=O)COc1cccc(Cl)c1 do in these assays?
SENP1 inh: 1; SENP8 inh: 8; PfG6PD inh: -6; MPTP block: -0.3

Results for CN(C)c1nc(SCCOC(=O)c2ccccc2)nc(N(C)C)n1 ?
SENP6 inh: -4; SENP1 inh: -1; ATG4B inh: -1; SENP8 inh: 10; GRIN3A LBD mod: 2; hIAP activ: 0.9; PfG6PD inh: 22; MPTP block: 1.6

Results for O=C(NCCCN1CCOCC1)C(Sc1ccccc1)c1ccccc1 (configuration not stated) ?
SENP6 inh: -4; SENP1 inh: 1; ATG4B inh: 4; SENP8 inh: 16; GRIN3A LBD mod: 0; hIAP activ: 1.1; PfG6PD inh: -10; MPTP block: 0.5

Results for CC(=O)NCC(=O)N(C)C(C(=O)Nc1ccc(C(C)C)cc1)c1ccccc1 (configuration not stated) ?
SENP6 inh: 2; SENP1 inh: 2; ATG4B inh: -4; SENP8 inh: 17; GRIN3A LBD mod: 2; hIAP activ: 0.88; PfG6PD inh: -9; MPTP block: -1.3

How did CC1CN(Cc2nc3c(c(=O)n(C)c(=O)n3C)n2Cc2cccc(Cl)c2)CC(C)O1 (configuration not stated) do in these assays?
SENP6 inh: -10; SENP1 inh: 2; ATG4B inh: -5; SENP8 inh: -1; GRIN3A LBD mod: -3; hIAP activ: 0.86; PfG6PD inh: -1; MPTP block: -1.4

What do the screens show for `O=C(CSc1nnnn1-c1ccc(O)cc1)c1cc2ccccc2o1`?
SENP6 inh: -22; SENP1 inh: 0; ATG4B inh: -7; SENP8 inh: 25; GRIN3A LBD mod: 2; hIAP activ: 0.91; PfG6PD inh: -5; MPTP block: 14

How did O=C(Cn1cnc2c(cnn2-c2ccc(F)cc2)c1=O)NCC1CCCO1 (configuration not stated) do in these assays?
SENP6 inh: -3; SENP1 inh: -2; ATG4B inh: 4; SENP8 inh: 20; GRIN3A LBD mod: 1; hIAP activ: 1; PfG6PD inh: 4; MPTP block: 13

Results for C#CCN1C(=O)C(O)(CC(=O)c2cc(OC)ccc2OC)c2ccccc21 (configuration not stated) ?
SENP6 inh: 8; SENP1 inh: 0; ATG4B inh: -2; SENP8 inh: -200; GRIN3A LBD mod: 2; hIAP activ: 0.68; PfG6PD inh: 1; MPTP block: 0.4

Results for CCc1nccn1S(=O)(=O)c1ccc(OC)c(OC)c1 ?
SENP6 inh: 6; SENP1 inh: 3; ATG4B inh: -6; SENP8 inh: 20; GRIN3A LBD mod: 3; hIAP activ: 0.76; PfG6PD inh: -18; MPTP block: -0.6

What do the screens show for `COc1ccc(S(=O)(=O)Cc2ccc(C(=O)N3CCN(c4cccc(C)c4C)CC3)o2)cc1`?
SENP6 inh: 3; SENP1 inh: 3; ATG4B inh: -6; SENP8 inh: -6; GRIN3A LBD mod: -5; hIAP activ: 0.93; PfG6PD inh: 6; MPTP block: 0.0

Results for Cc1cc(OCC(=O)Nc2cccc(S(=O)(=O)NC3=NCCCCC3)c2)ccc1Cl ?
SENP6 inh: -5; SENP1 inh: 0; ATG4B inh: 11; SENP8 inh: 18; GRIN3A LBD mod: -7; hIAP activ: 1; PfG6PD inh: -6; MPTP block: 87*

What do the screens show for `CCNS(=O)(=O)c1ccc(S(=O)(=O)N(Cc2ccccn2)C2CCCCC2)cc1`?
SENP6 inh: -8; SENP1 inh: 2; ATG4B inh: -16; SENP8 inh: 18; GRIN3A LBD mod: 2; hIAP activ: 1; PfG6PD inh: -3; MPTP block: -0.8

How did COc1ccc(CNc2nc(-c3ccccc3)nn2C(=O)c2cccs2)cc1 do in these assays?
SENP6 inh: 6; SENP1 inh: 3; ATG4B inh: -15; SENP8 inh: -5; GRIN3A LBD mod: 2; hIAP activ: 0.79; PfG6PD inh: 12; MPTP block: 3.5

What do the screens show for `Cc1ccc(CNC(=O)/C=C/c2c(Cl)cccc2Cl)cc1`?
SENP6 inh: -18; SENP1 inh: -1; ATG4B inh: 1; SENP8 inh: 1; GRIN3A LBD mod: -2; hIAP activ: 1.2; PfG6PD inh: 0; MPTP block: 0.7

Source: PubChem BioAssay (Sanford-Burnham Center for Chemical Genomics)
